# tim10-1 inh = inhibits growth of tim10-1 mutant yeast | S. cerevisiae tim10-1 ts strain growth, BacTiter-Glo, 24 h | inhibition, % at 20 µM | actives 2.2% (n = 330,000);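 active means inhibition of at least 40%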;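 further: mutant grown at 25 °C; 0% = DMSO wells with yeast and 100% = wells holding no yeast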
# Mdm2-MdmX inh = disrupts the human Mdm2-MdmX interaction. O15151+Q00987. SaOS-2 split-luciferase Mdm2/MdmX complementation, luminescence. inhibition, % at 8 µM. actives 3% (n = 330,000). AID 485346;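 active means inhibition of at least 50% at 8 µM in the primary screen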
# TIM10 inh = TIM10 yeast growth inhibition; inhibition, % at 10 µM; S. cerevisiae TIM10 strain growth, BacTiter-Glo luminescence, 24 h; AID 463195; actives 1.4% (n = 330,000);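 active means inhibition of 40% or more at the single tested concentration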;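 further: wild-type TIM10 isogenic control strain grown at permissive 25 °C; 0% = DMSO yeast wells and 100% = minimal medium wells without yeast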
# GRIN3A LBD mod = modulators (binders) of human NR3A ligand-binding domain. NR3A LBD differential scanning fluorimetry, Tm shift; 0% = protein alone, 100% = glycine-bound protein. actives 2.5% (n = 340,000). Tm shift relative to glycine control, % at 25 µM;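 active means melting temperature shift of at least 10% of the positive control shift, at one fixed dose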
# tim23-1 inh = growth inhibitors of tim23-1 mutant yeast; S. cerevisiae tim23-1 growth, BacTiter-Glo luminescence, 24 h; inhibition, % at 20 µM; actives 1.3% (n = 330,000); AID 463212;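 active means growth inhibition of the mutant yeast at or above 50%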;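 further: temperature-sensitive mutant grown at 25 °C; plate controls were DMSO-treated mutant yeast for no effect and medium wells lacking yeast for full effect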
# APJ agonist = agonists of human APJ apelin receptor. CHO-K1 APJ PathHunter beta-arrestin, luminescence; 0% DMSO wells, 100% apelin. actives 0.11% (n = 330,000). AID 2520. activation, % at 20 µM;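 active means activation more than six SD over the plate average, tested at 20 µM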;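 further: 0% = DMSO alone and 100% = apelin-13 at 10 nM; some results filed as inactive read as strong as hits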
# Target sequence (P35414 whole entry, looked up): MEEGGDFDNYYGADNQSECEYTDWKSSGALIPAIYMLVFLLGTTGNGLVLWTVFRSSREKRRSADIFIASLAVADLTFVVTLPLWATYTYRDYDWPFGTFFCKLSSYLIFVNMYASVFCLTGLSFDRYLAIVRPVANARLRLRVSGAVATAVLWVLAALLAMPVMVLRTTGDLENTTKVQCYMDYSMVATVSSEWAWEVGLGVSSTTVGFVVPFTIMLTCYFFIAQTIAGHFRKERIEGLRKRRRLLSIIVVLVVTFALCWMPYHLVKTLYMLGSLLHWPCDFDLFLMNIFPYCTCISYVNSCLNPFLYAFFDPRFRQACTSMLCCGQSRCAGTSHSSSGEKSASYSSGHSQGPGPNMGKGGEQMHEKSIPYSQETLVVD
#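 Incubation: overnight seeding, 90 min compound at 25 °C, 1 h detection; test system: PathHunter CHO-K1 APJ (AGTRL-1) beta-arrestin reporter cells; amount: 1000 cells/well; doses: one dose, 20 µM compound, 1% DMSO; measured by: beta-gal luminescence; measure: agonist-driven arrestin binding to APJ; benchmarks: negative DMSO alone, positive Apelin-13 at 10 nM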
# UPR XBP1 act = activators of adaptive arm of unfolded protein response (XBP1); CHO-XBP1 luciferase reporter, IRE1-XBP1 UPR activation, luminescence; percent of tunicamycin response, DMSO as zero; activation, % at 20 µM; actives 0.33% (n = 330,000);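 active means versus positive control, 20 µM dose yields 30% or more activation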;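 further: 100% = tunicamycin at 10 µg/mL and 0% = DMSO only wells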
#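 Material: CHO cell line with stable XBP1 luciferase reporter; buffer or medium: F12 medium containing 10% fetal bovine serum; compound: single point, 20 µM final compound, 1% DMSO; incubation: 6 h treatment, 37 °C; measured by: glow luminescence from Steady-Glo reagent; evaluation: activation, % of tunicamycin; control set: tunicamycin high, DMSO low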
# UPR CHOP act = activators of apoptotic arm of unfolded protein response (CHOP) | CHO-CHOP luciferase reporter, UPR activation, luminescence; percent of tunicamycin response over DMSO baseline | activation, % at 10 µM | actives 0.34% (n = 330,000) | AID 449763;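 active means at 10 µM dose, activation of 40% or more, normalized to positive control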;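 further: 100% = tunicamycin at 10 µg/mL and 0% = DMSO alone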
#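 System: CHO-CHOP luciferase reporter cell line; amount: 500 cells/well; buffer or medium: F12 medium containing 10% fetal bovine serum; incubation: 6 h compound exposure at 37 °C after overnight seeding; measured by: luciferase luminescence after 10 min with Steady-Glo reagent; evaluation: % reporter activation, DMSO baseline versus tunicamycin full activation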
# NALP3 yeast inh = blocks the NALP3 inflammasome reconstituted in yeast. AID 2825. actives 0.39% (n = 330,000). Yeast reconstituted NLRP3/ASC/caspase-1, beta-gal luminescence, 24 h. inhibition, % at 10 µM;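 active means inhibition of 50% or more; inactive means inhibition below 50%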;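 further: plate controls were induced DMSO wells for no effect and uninduced yeast grown without galactose for full effect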
# An asterisk follows results filed as active; . = no result given.
1: CCn1c(=O)cc(N2CCC3(CC2)OCCO3)[nH]c1=O
2: CS(=O)(=O)N(CCCC(=O)N1CCCCCC1)c1cccc(Cl)c1
3: O=C(COC(=O)c1ccccc1NC(=O)c1ccco1)NC1CC1
4: COc1cccc(C2=Nc3cccc4cccc(c34)N2)c1
5: O=C(O)C(Cc1ccccc1)n1cnnn1 (stereo not given)
6: CCN1CCN(c2ccc(NC(=O)c3ccc(Br)o3)cc2)CC1
7: COc1ccccc1OCCC(=O)OCC(=O)Nc1ccc(S(=O)(=O)N2CCOCC2)cc1
8: COc1ccc(CC2C(=O)OC(C)(C)OC2=O)cc1
Assay by compound,1,2,3,4,5,6,7,8
tim10-1 inh,-8,14,15,19,9,8,12,3
Mdm2-MdmX inh,9,13,-4,14,-22,-33,-10,-4
TIM10 inh,0,3,12,37,-6,10,8,-3
GRIN3A LBD mod,-2,0,-1,2,-1,-2,-1,5
tim23-1 inh,-9,8,2,47,12,16,8,1
APJ agonist,-5,1,-2,13,-5,7,-3,-1
UPR XBP1 act,-2,-4,2,0,2,2,-2,-3
UPR CHOP act,2.2,-0.5,-0.7,1.4,0.4,4.1,-0.2,-1.6
NALP3 yeast inh,7,14,1,6,-1,-4,5,12

9: COc1cc(C(=O)NNC(=S)NC(=O)c2ccccc2C)cc(OC)c1OC
10: Cc1nn(C)c(C)c1NC(=O)CSc1nnc(C)n1-c1ccccc1
11: CCC(C)n1[nH]c(=O)cc1N (stereo not given)
12: Cc1ccc(C)c(C(=O)CSc2nnnn2C(C)C)c1
13: CC(=O)Nc1ccc(S(=O)(=O)NNC(=O)NC23CC4CC(CC(C4)C2)C3)cc1
14: COC(=O)c1ccc(C23CC4(C2)[C@H](CN(Cc2ccc(C(F)(F)F)cc2)[C@@H]4c2ccccc2)C3c2ccc(C(F)(F)F)cc2)cc1 (stereo not given in full)
15: CC(NC(=O)/C=C/c1cnc2ccccc2n1)C12CC3CC(CC(C3)C1)C2 (stereo not given)
16: COC(=O)c1c(C)[nH]c(C=Nc2ccc(OC)cc2)c1C
Assay by compound,9,10,11,12,13,14,15,16
tim10-1 inh,22,0,6,24,11,5,35,4
Mdm2-MdmX inh,23,-4,7,4,21,8,29,28
TIM10 inh,8,-2,12,23,2,7,39,6
GRIN3A LBD mod,7,0,-3,1,-1,.,-7,0
tim23-1 inh,-5,6,4,33,1,6,60*,1
APJ agonist,-5,-2,1,-9,-4,-1,0,-3
UPR XBP1 act,-2,-2,-3,5,-4,0,-1,-3
UPR CHOP act,-1.8,-0.2,-1.0,6.0,-1.4,-1.4,-2.4,2.0
NALP3 yeast inh,-12,3,7,15,2,-1,17,11

# 5 compounds from above, arranged by the number in UPR XBP1 act, highest first:
nr	molecule	UPR XBP1 act
3	O=C(COC(=O)c1ccccc1NC(=O)c1ccco1)NC1CC1	2
4	COc1cccc(C2=Nc3cccc4cccc(c34)N2)c1	0
15	CC(NC(=O)/C=C/c1cnc2ccccc2n1)C12CC3CC(CC(C3)C1)C2 (stereo not given)	-1
7	COc1ccccc1OCCC(=O)OCC(=O)Nc1ccc(S(=O)(=O)N2CCOCC2)cc1	-2
8	COc1ccc(CC2C(=O)OC(C)(C)OC2=O)cc1	-3

# Remaining list, next part
17: Nc1ccc(N2CCCCC2)c(Cl)c1
18: Cc1nn(C(C)(C)C)c(N)c1-c1ccccc1
19: CC(=O)N(C(C)=O)n1c(/C=C/c2ccc([N+](=O)[O-])cc2)nc2ccccc2c1=O
20: O=C(c1noc2c1CCCC2)N1CCN(c2ccc(F)cc2)CC1
21: Cc1ccnc(NS(=O)(=O)c2ccc(NC(=O)/C=C/c3ccccc3)cc2)n1
22: Cn1c(CNC(=O)CNS(=O)(=O)c2ccc(Cl)cc2)cc(=O)n(C)c1=O
23: O=C(Nc1nnc(SCCN2CCOCC2)s1)C1CC(=O)N(c2ccccc2)C1 (stereo not given)
24: COc1ccc(C(C)=O)cc1COc1cccnc1[N+](=O)[O-]
Assay by compound,17,18,19,20,21,22,23,24
tim10-1 inh,6,22,-6,23,0,-11,-7,1
Mdm2-MdmX inh,-7,-9,4,16,-28,18,13,32
TIM10 inh,9,-8,1,9,6,3,2,16
GRIN3A LBD mod,1,0,4,-9,0,0,1,0
tim23-1 inh,-11,10,-9,14,18,-8,-5,5
APJ agonist,-1,5,1,-4,6,-1,1,-2
UPR XBP1 act,-1,0,-1,-2,3,-4,0,4
UPR CHOP act,0.4,-1.7,-0.9,-1.1,0.6,0.4,0.4,1.7
NALP3 yeast inh,6,12,11,-26,8,9,15,2

# Whole records as entered above. Screens in order: tim10-1 inh	Mdm2-MdmX inh	TIM10 inh	GRIN3A LBD mod	tim23-1 inh	APJ agonist	UPR XBP1 act	UPR CHOP act	NALP3 yeast inh
# Cn1c(CNC(=O)CNS(=O)(=O)c2ccc(Cl)cc2)cc(=O)n(C)c1=O reads -11	18	3	0	-8	-1	-4	0.4	9
# Nc1ccc(N2CCCCC2)c(Cl)c1 reads 6	-7	9	1	-11	-1	-1	0.4	6
# Cc1nn(C(C)(C)C)c(N)c1-c1ccccc1 reads 22	-9	-8	0	10	5	0	-1.7	12
# O=C(c1noc2c1CCCC2)N1CCN(c2ccc(F)cc2)CC1 reads 23	16	9	-9	14	-4	-2	-1.1	-26

# Next part:
25: CC(=O)Nc1cccc(C(=O)OCc2ccc(C(=O)Oc3ccc(Cl)cc3)cc2)c1
26: Cc1cccc(NC(=O)CN2C(=O)NC(C)(c3ccc4ccccc4c3)C2=O)n1 (stereo not given)
27: O=C(NCc1ccccc1)C(=O)NCC1OCCN1C(=O)c1ccc(Cl)cc1 (stereo not given)
28: Cn1c(SCC(=O)c2ccc(F)cc2)nnc1-c1cccnc1
29: Cc1ccc(SC2CC(=O)N(c3ccc4c(c3)OCCO4)C2=O)cc1 (stereo not given)
30: O=C(NC1CCCCC1)C1CCN(C(=O)c2ccc(Cl)cc2)CC1
31: Cc1ccc2nc(N(CCCN(C)C)C(=O)c3ccc4c(c3)CCCC4)sc2c1
32: Cc1cc2ccccn2c1C(=O)c1ccc(C#N)cc1
Assay by compound,25,26,27,28,29,30,31,32
tim10-1 inh,12,4,13,6,37,-4,23,16
Mdm2-MdmX inh,-16,-28,-11,-1,-27,28,51*,19
TIM10 inh,9,10,-7,-14,20,-8,10,1
GRIN3A LBD mod,-9,-2,1,0,0,-2,-5,-3
tim23-1 inh,6,12,23,3,19,4,18,20
APJ agonist,0,1,2,-2,-4,-4,0,-3
UPR XBP1 act,7,-3,-2,-1,-2,0,3,-2
UPR CHOP act,3.5,1.3,-0.8,-1.1,0.9,-1.0,4.4,0.4
NALP3 yeast inh,13,22,4,-2,20,11,40,25

33: COc1ccccc1C1(O)CCN(CC(=O)Nc2nc(-c3ccccc3)cs2)CC1
34: Cc1c(N2C(=O)C3C4C=CC(C5CC45)C3C2=O)c(=O)n(-c2ccccc2)n1C (stereo not given)
35: O=C(c1cc(COc2cccc(C(F)(F)F)c2)on1)N1CCC(c2ccncc2)CC1
36: CN(C)CCc1c[nH]c2ccc(C[C@H]3COC(=O)N3)cc12
37: O=Cc1ccc(C(=O)OCC(=O)N2CCCC2)cc1
38: COC(=O)C1CCN(C(=O)C2CCCCC2)CC1
39: COc1ccc(C(=O)COC(=O)COc2cc(C)cc(C)c2)cc1
40: CCCCC(CC)C1OCC(C[N+]2(C)CCOCC2)O1 (stereo not given)
Assay by compound,33,34,35,36,37,38,39,40
tim10-1 inh,37,-14,13,3,0,-1,12,13
Mdm2-MdmX inh,27,-4,26,4,15,-4,11,1
TIM10 inh,28,-13,3,4,5,0,-1,14
GRIN3A LBD mod,0,1,1,.,0,1,2,-4
tim23-1 inh,24,2,24,6,5,2,13,5
APJ agonist,2,-6,1,-3,-1,0,-9,-1
UPR XBP1 act,2,-1,0,-8,1,1,-3,-1
UPR CHOP act,5.3,1.2,5.3,1.1,0.8,0.0,-0.8,-0.2
NALP3 yeast inh,9,-16,3,18,20,2,10,0

41: COC(=O)CCN(C(=O)C1C2CC3CC(C2)CC1C3)c1ccccn1 (stereo not given)
42: COC(=O)c1ccc(Sc2ccc(C)cc2)c(N)c1
43: Cc1ccc2nc(-c3cccc(Br)c3)cc(C(=O)NC3=NCCS3)c2c1
44: O=C(CC12CC3CC(CC(C3)C1)C2)NCC(=O)N1CCCC1
45: O=C(Nc1cc(Cl)ccc1N1CCOCC1)c1ccncc1
46: CC(C)c1ccc(N(C(=O)c2ccco2)C(C(=O)NC2CCCC2)c2cccnc2)cc1 (stereo not given)
47: NC(=O)c1nsc(C(=O)N(CCc2ccccc2)C(C(=O)NC2CCCC2)c2ccco2)c1N (stereo not given)
48: COc1cc2c(cc1OC)C(C(=O)NCc1ccco1)C1c3ccccc3CCN1C2=O (stereo not given)
Assay by compound,41,42,43,44,45,46,47,48
tim10-1 inh,23,16,34,-8,13,16,25,22
Mdm2-MdmX inh,29,6,15,-16,18,14,11,12
TIM10 inh,13,-13,29,-4,13,-4,4,9
GRIN3A LBD mod,-1,3,6,0,0,-1,-2,1
tim23-1 inh,32,15,20,-5,12,14,10,11
APJ agonist,-6,-4,-3,-3,-1,-1,3,6
UPR XBP1 act,0,1,-1,1,-2,-2,-3,0
UPR CHOP act,-0.2,2.8,2.4,-1.2,-1.3,2.7,0.7,-1.1
NALP3 yeast inh,3,26,15,12,13,0,7,-11

# Assay outcomes as filed in PubChem.
